Screening data from PubChem BioAssay.
PRMT1 inh = PRMT1 methyltransferase inhibitors, primary screen, biochemical, fluorescence polarization. recombinant PRMT1, activity-based probe fluorescence polarization. inhibition, % at 2.79 µM. 370,000 compounds, 1.3% hits. Protein arginine N-methyltransferase 1 (Homo sapiens), Q99873. AID 652257, 2013;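 active means inhibition above about 21% made by adding two undisclosed values, limit read from the data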
mABHD4 FP = ABHD4 inhibitors, primary screen, biochemical, fluorescence polarization, mouse | purified mABHD4, FP-Rh probe fluorescence polarization | 370,000 compounds, 0.54% hits | inhibition, % at 8.92 µM | (Lyso)-N-acylphosphatidylethanolamine lipase (Mus musculus), Q8VD66 | AID 720543, 2013;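 active means inhibition exceeding the mean over every tested compound plus 3 SD, cut at about 30% in these data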;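 further: 0% = plate median of compound wells and 100% = S159A mutant with DMSO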
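assay system = mABHD4 protein | compound dosing = single nominal dose of 8.92 µM, 0.89% DMSO final | read-out basis = percent inhibition of probe binding, normalized to plate controls | schedule = Enzyme–compound pre-incubation 45 min, then probe 60 min, both 25 °C | detection = fluorescence polarization, excitation 525 nm, emission 598 nm, BODIPY TMR filters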
Tn7 DDE FP = inhibitors of Tn7 peptide binding to fibrin DD(E), primary screen, biochemical, fluorescence polarization, human fibrin, Tn7 probe | Fibrinogen beta chain (Homo sapiens), P02675 | FP displacement of FITC-Tn7 peptide from fibrin DD(E); 0% = median of compound wells per plate | inhibition, % at 8.3 µM | 370,000 compounds, 0.13% hits | AID 720508, 2013;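 active means inhibition above the mean of compounds falling within the control limits plus 3 SD of them, cut at about 14% in these data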;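 further: 0% = plate median of compound wells and 100% = 10 µM Aha-Tn7 peptide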
Target sequence (P02675 whole entry, looked up): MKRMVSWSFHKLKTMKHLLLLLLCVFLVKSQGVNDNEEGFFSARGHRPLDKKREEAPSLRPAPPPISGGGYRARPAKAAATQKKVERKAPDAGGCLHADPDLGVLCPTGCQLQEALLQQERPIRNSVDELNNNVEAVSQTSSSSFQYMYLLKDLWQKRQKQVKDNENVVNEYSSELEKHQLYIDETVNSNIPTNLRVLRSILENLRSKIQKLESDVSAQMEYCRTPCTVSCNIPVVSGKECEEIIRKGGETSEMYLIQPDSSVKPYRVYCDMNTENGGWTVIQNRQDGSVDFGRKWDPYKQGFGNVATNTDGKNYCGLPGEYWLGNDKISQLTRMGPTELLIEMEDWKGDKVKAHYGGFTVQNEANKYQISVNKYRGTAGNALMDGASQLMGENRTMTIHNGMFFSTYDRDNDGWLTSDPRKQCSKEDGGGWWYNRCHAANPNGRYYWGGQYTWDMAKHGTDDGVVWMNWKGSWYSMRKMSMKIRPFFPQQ
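Assay system: human fibrin DD(E) protein / Input: 2 µM fibrin DD(E) / Benchmarks: high control of 10 µM Aha-Tn7 peptide / Measured by: fluorescence polarization of the labelled Tn7 tracer / Medium: Tris buffer with calcium and detergent, pH 7.8 / Timing: 10 min compound pre-incubation, 3 h probe incubation at room temperature / Repeats: one replicate per compound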
TCR-CD3 inh = inhibitors of human TCR-CD3 interaction, primary screen, biochemical, fluorescence, TAMRA-labeled TCR probe; inhibition, % at 9.4 µM; 360,000 compounds, 0.37% hits; AID 651800, 2012; in the data active means inhibition above about 19%;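 further: recombinant mutant TCR 2C K166C tagged with TAMRA read by polarization; 0% = receptor in buffer alone and 100% = receptor with positive control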
UHRF1 binding = UHRF1 methylated DNA binding inhibitors, primary screen, counter-screen for MBD2 inhibitor project, biochemical, TR-FRET, human UHRF1, single concentration; E3 ubiquitin-protein ligase UHRF1 (Homo sapiens), Q96T88; UHRF1 binding to methylated oligo; inhibition, % at 4.4 µM; 370,000 compounds, 0.75% hits; in the data active means inhibition above about 21%;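 further: UHRF1 SRA domain binding a hemimethylated CpG hairpin DNA probe; 0% = median of test compound wells and 100% = reference inhibitor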
LEDGF integ inh = blockers of LEDGF/p75-dependent integrase strand transfer – biochemical, TR-FRET, high throughput, primary screen; inhibition, % at 3.7 µM; AID 743269, 2014; 370,000 compounds, 0.64% hits; HIV-1 integrase (with human LEDGF/p75); TR-FRET IN-LEDGF/p75 DNA integration, Eu/Cy5;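 active means inhibition above the screen-wide mean plus 3 SD, cut at about 13% in these data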;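 further: signal is the Cy5 over europium emission ratio at 671 and 618 nm; 0% = plate median of compound wells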
PG9 binder = binders of HIV-1 gp120 antibody PG9, primary screen, biochemical, TR-FRET; HIV-1 gp120 / PG9 antibody interaction; TR-FRET gp120-PG9 antibody binding; inhibition, % at 6.7 µM; AID 624416, 2012; 360,000 compounds, 0.43% hits; in the data active means inhibition above about 8.5%
HTRA1 inh = HTRA1 serine protease inhibitors, primary screen, biochemical, fluorescence polarization, HTS | Q92743 | recombinant HTRA1, FP-rhodamine activity-based probe | inhibition, % at 5.96 µM | 340,000 compounds, 0.5% hits; in the data active means inhibition above about 36%;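 further: 0% = enzyme with DMSO and 100% = wells lacking enzyme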
Target sequence (Q92743 whole entry, looked up): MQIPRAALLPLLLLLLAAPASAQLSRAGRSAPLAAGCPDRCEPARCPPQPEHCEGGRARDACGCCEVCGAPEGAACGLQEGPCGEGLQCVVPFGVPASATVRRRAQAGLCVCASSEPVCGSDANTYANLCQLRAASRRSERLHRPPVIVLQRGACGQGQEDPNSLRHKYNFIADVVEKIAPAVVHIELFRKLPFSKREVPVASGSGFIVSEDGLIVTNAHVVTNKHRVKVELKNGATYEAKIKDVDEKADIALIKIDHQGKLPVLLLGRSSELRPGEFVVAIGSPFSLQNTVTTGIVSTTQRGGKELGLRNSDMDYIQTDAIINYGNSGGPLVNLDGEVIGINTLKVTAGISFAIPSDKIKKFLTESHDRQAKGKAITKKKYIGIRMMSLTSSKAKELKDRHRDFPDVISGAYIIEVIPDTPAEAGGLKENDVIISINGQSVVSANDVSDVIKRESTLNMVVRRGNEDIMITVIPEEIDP
TDP2 inh = human TDP2 enzyme inhibitors, primary screen, biochemical, epi absorbance, recombinant enzyme; T5PNP hydrolysis, p-nitrophenol absorbance 415 nm; 370,000 compounds, 0.34% hits; inhibition, % at 12.8 µM;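 active means inhibition above the mean of all tested compounds plus 3 SD, set per campaign, cut at about 25% in these data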;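 further: 0% = DMSO with enzyme and 100% = buffer with substrate but no TDP2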
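System: recombinant human TDP2 / Amount: 120 nM TDP2 per well / Also added: 5 mM T5PNP chromogenic substrate / Doses: 12.8 µM single point, 1% DMSO / Incubation: 2 h at 37 °C / Detection: p-Nitrophenol epi absorbance / Evaluation: % inhibition relative to enzyme-containing and enzyme-free wells / Repeats: singlicate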
SIAE primary = human SIAE inhibitors, primary screen, biochemical, fluorescence polarization, FP-Rh probe, 1536-well HTS; Sialate O-acetylesterase (Homo sapiens), Q9HAT2; SIAE FP-Rh probe binding; inhibition, % at 9.66 µM; 370,000 compounds, 0.69% hits;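 active means inhibition above a cutoff: mean of compounds within the control limits plus 3 SD of those, cut at about 17% in these data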;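 further: 0% = plate median of compound wells and 100% = probe without SIAE protein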
An asterisk follows results filed as active; nt = no result given. An unsorted share of the library. Share with any hit: about 4.2%.

Fields: HTRA1 inh, UHRF1 binding, TCR-CD3 inh, TDP2 inh, SIAE primary, mABHD4 FP, PG9 binder, LEDGF integ inh, PRMT1 inh, Tn7 DDE FP
1. S=C1COC(c2ccccc2)N1c1ccccc1 (centres undefined)
  18, 0, 3, -1, -3, 6, -2.4, 0, 2, -6
2. CC[N+]1(CC)CC2CCC(C)(C1)C2(C)C (centres undefined)
  -6, 6, 1, -9, 5, 2, -2.0, -1, 1, -7
3. CC(=O)Nc1ccc(OCc2cn(CC(=O)c3ccc(O)cc3)nn2)cc1
  2, 17, 4, 6, 21*, 12, -1.9, 15*, 4, 5
4. Cc1cc(C)cc(C(=O)N(CCc2ccccc2)C2=CC3CCC(C2)N3C)c1 (centres undefined)
  3, 1, 6, 6, 2, 1, -3.9, -3, -1, -2
5. CSC1=N/C(=C\c2cccc(F)c2)C(=O)S1
  -1, -1, -3, 7, -1, 11, -2.3, -3, 4, 1
6. Cc1ccc(-n2nc3c(N4CCC(C(=O)NCCc5cccs5)CC4)nnc(C)c3c2C)cc1
  -8, 2, -1, 0, -1, -12, 12*, 3, -1, -4
7. Cc1cc(=O)oc2c(C)c(OC(C)C(=O)NCc3ccccn3)ccc12 (centres undefined)
  4, -2, 5, 13, 6, 0, -0.8, -1, -5, 0
8. COc1ccc(-c2cnc3c(NC(C)=O)cc(-c4ccccc4OC)cn23)cc1OC
  nt, -3, -3, -1, 0, 6, 0.4, -2, 2, 4
9. CN(/N=C/c1cc(Cl)cc(Cl)c1O)C(=S)NC(C)(C)C
  3, -3, 6, -5, 14, 1, -0.6, -3, -2, 1
10. COC(=O)c1ccccc1NS(C)(=O)=O
  8, 0, 4, 4, -2, 3, 0.1, 1, 1, 2
11. CC12CCC(C(=O)Nc3nccs3)(OC1=O)C2(C)C (centres undefined)
  5, 8, 1, -13, 4, -5, -0.2, 2, 0, 2
12. CCCCc1nnc(NC(=O)CSc2nc(O)c(-c3ccccc3)c(=O)[nH]2)s1
  3, -3, 2, 2, 2, 1, -1.7, -4, 6, -3
13. CC(NC(=O)c1ccc(Br)s1)c1ccncc1 (centres undefined)
  0, 7, -9, -6, -11, 1, -0.4, -1, 5, 4
14. CN(C(=O)COC(=O)c1cccc(S(=O)(=O)N2CCCCCC2)c1)C1CCS(=O)(=O)C1 (centres undefined)
  2, 1, -3, -3, 4, -6, -2.4, 3, -4, -5
15. CC(C)CNC(=O)c1ccccc1N(Cc1ccccc1)S(C)(=O)=O
  1, -1, -4, 9, -3, 2, 1.0, -2, 1, -1

Ordered by value in Tn7 DDE FP (descending): 3 of the compounds above
entry | Structure | Tn7 DDE FP
8 | COc1ccc(-c2cnc3c(NC(C)=O)cc(-c4ccccc4OC)cn23)cc1OC | 4
7 | Cc1cc(=O)oc2c(C)c(OC(C)C(=O)NCc3ccccn3)ccc12 (centres undefined) | 0
15 | CC(C)CNC(=O)c1ccccc1N(Cc1ccccc1)S(C)(=O)=O | -1

Later entries:
Fields: HTRA1 inh, UHRF1 binding, TCR-CD3 inh, TDP2 inh, SIAE primary, mABHD4 FP, PG9 binder, LEDGF integ inh, PRMT1 inh, Tn7 DDE FP
16. CC(=O)N1C2=CCCC3CCCCC23c2ccccc21 (centres undefined)
  -12, 2, 3, -10, -2, 0, -1.3, 2, -7, -8
17. Cn1c(CNc2ccc(Cl)cc2)nnc1SCCN1CCCCC1
  5, 0, 3, 9, -1, -2, -1.6, 2, -1, 1
18. CC1(C)Cc2c(c(N3CCOCC3)nc3sc(C(=O)Nc4ccccc4)c(N)c23)CO1
  -3, -4, -10, -14, 4, -1, -0.6, -3, 27*, 2
19. CCC1CCCCN1S(=O)(=O)c1ccc(NC(=O)c2snnc2C)cc1 (centres undefined)
  -12, 0, 5, 14, -7, -17, -0.1, 0, 0, 6
20. O=C(NCCCN1CCOCC1)c1ccc2nc(Cc3cccc(Cl)c3)oc2c1
  0, 2, -1, -4, -3, -1, 0.0, 1, 2, 1
21. CCOC(=O)C(=O)Nc1nnc(CCc2ccccc2)s1
  1, -1, 6, -3, 2, 8, -2.4, 0, -4, 0
22. O=C(Nc1nc2ccccc2n1CCN1CCOCC1)c1ccc(Cl)cc1
  0, -1, -3, 0, 3, -4, -1.6, 0, -1, 9
23. C[C@H]1CN([C@@H](C)CO)S(=O)(=O)c2ccc(Br)cc2O[C@@H]1CN(C)C(=O)Nc1ccc2c(c1)OCO2
  3, -2, 3, 0, -2, 7, -1.6, 3, 2, -4
24. CC(=O)c1ccc(S(=O)(=O)N(C)C(C)CCc2ccco2)cc1 (centres undefined)
  -8, 0, -5, -9, -1, 0, 1.6, -4, 8, 11
25. Cc1cc(C)c2cc(C#N)c(SCC(=O)NCc3ccco3)nc2c1
  -12, -19, 1, -14, -9, -8, 8.5, 3, 4, 4
26. N#Cc1ccccc1CSc1ccccn1
  -1, 1, 9, -16, -5, -7, 0.4, 3, 1, 1
27. CC(C)(C)OC(=O)CNC(=O)c1nc[nH]c1C(=O)N1CCc2ccccc2C1
  -4, 6, 10, 1, 1, -2, -1.3, -1, -4, 6
28. COc1cccc(F)c1C(C[N+](=O)[O-])c1c(N)n(C)c(=O)n(C)c1=O (centres undefined)
  1, 1, -1, -4, -3, 0, 1.6, -3, 11, 3
29. Cc1cc(C)cc(OCc2nnc(SCC(=O)c3ccccc3)o2)c1
  -1, -3, -1, 8, -9, -4, 0.7, -1, 0, 9
30. O=C(Nc1ccc(N2CCOCC2)c(S(=O)(=O)Nc2ccc(Cl)cc2)c1)c1cnccn1
  -22, 0, -8, -11, 0, -6, -2.2, 2, 17, 1

Further compounds.
Fields: HTRA1 inh, UHRF1 binding, TCR-CD3 inh, TDP2 inh, SIAE primary, mABHD4 FP, PG9 binder, LEDGF integ inh, PRMT1 inh, Tn7 DDE FP
31. CCCCCCCCCc1nc2sc3c(c2c(=O)n1NC(=O)c1ccccc1[N+](=O)[O-])CC(C)(C)OC3
  -10, 2, -6, -8, -77, 2, -2.5, -4, 0, -1
32. Cc1cccc(CN2CCN(Cc3nc4c(s3)CCCC4)CC2CCO)n1 (centres undefined)
  0, -2, 8, 4, 0, -1, -0.7, 0, 0, 2
33. CC(C)Cn1c(=S)[nH]c2cc(Cl)ccc21
  -1, -4, 7, 0, 16, 1, -1.4, 0, 5, 8
34. O=C(c1ncc[nH]1)c1ccccc1Cl
  1, 2, 5, 1, 1, 1, 0.2, 1, 6, 0
35. O=C1NN(c2ccccc2)C(=O)C2C1C1C=CC2C12CC2 (centres undefined)
  1, 0, -1, -3, 3, 0, -1.4, 1, -3, -2
36. CC(=O)N1CCN(S(=O)(=O)c2cccc(C(=O)OCC(=O)N3CC(=O)Nc4ccccc43)c2)CC1
  8, -2, -1, 0, -6, 0, -1.1, 1, -2, -5
37. CCN(CC)CCN(C(=O)c1cc2ccccc2cc1OC)c1nc2ccc(F)cc2s1
  -34, -2, 0, 7, -10, 0, -1.5, 1, -1, 4
38. O=C(NCC1CCCO1)C1CCN(C2CCN(Cc3ccco3)CC2)CC1 (centres undefined)
  -2, 1, 2, -8, 4, -7, -1.0, -3, -2, 9
39. OCC(CCc1c[nH]c2ccccc12)c1c[nH]c2ccccc12 (centres undefined)
  nt, 2, -4, -10, 9, 12, -1.4, -3, 15, 0
40. Cc1cc(C)n(Cc2ccc(C(=O)NN)o2)n1
  -1, 0, -1, -7, 0, 0, -1.9, -3, 7, -1
41. CCCCn1c(SCC(=O)N2CCOCC2)nnc1-c1ccoc1C
  3, 1, 0, 3, 4, -1, 3.1, 2, 2, 3
42. CC(=O)c1c(N2CCOCC2)nc2ccc(Cl)cc2c1-c1ccccc1
  -11, 1, -4, -2, -8, -1, -0.4, -4, 6, 2
43. COc1ccc2oc(C(=O)OCC(=O)N(C)Cc3ccccc3)c(C)c2c1
  -12, -3, 4, 3, 3, -4, 1.9, 0, -2, -4
44. Cc1ccc(C(=O)N/N=C2\CC3CC=CC23)c(C)c1 (centres undefined)
  -3, -1, 5, -4, 10, 1, -0.8, 3, -4, -8
45. CN1c2cccc3cccc(c23)N(C)C1c1cccs1
  17, -2, 6, -6, 10, 23, -0.5, -1, 9, 9

Additional compounds
Fields: HTRA1 inh, UHRF1 binding, TCR-CD3 inh, TDP2 inh, SIAE primary, mABHD4 FP, PG9 binder, LEDGF integ inh, PRMT1 inh, Tn7 DDE FP
46. Cc1ccc(C(=O)NCCCNCCCN(C)C)cn1
  6, -1, -3, -4, 1, 3, -0.1, 3, 0, 0
47. O=C(Nc1cccc(-c2cnc3ccccc3n2)c1)c1ccccc1
  -7, 0, 0, -7, -5, 1, 2.0, -6, -2, 1
48. CC1(C)CC(=O)C(C(c2ccncc2)C2C(=O)CC(C)(C)CC2=O)C(=O)C1
  1, 1, 1, 4, 1, 1, 0.0, 2, -1, -6
49. COc1cc(N2CN=c3s/c(=C\c4ccccn4)c(=O)n3C2)cc(OC)c1OC
  -1, -7, 7, 6, 3, -3, -1.3, -3, -3, -3
50. CSc1ccc(NC(=O)C2(C)CCN2C(=O)c2sccc2C)cc1 (centres undefined)
  nt, 4, -3, -1, -4, 0, -0.7, -3, 2, -1
51. COc1ccc(NC(=O)NNC(=O)COc2ccc3cc(Br)ccc3c2)cc1OC
  -18, -21, 10, -7, -26, -25, 18*, -39, -4, 0
